# RORa activator = activators of orphan receptor RORA, primary screen, cell-based, luminescence; Nuclear receptor ROR-alpha (Homo sapiens), P35398; CHO-K1 Gal4-RORA LBD luciferase reporter; percent increase over mock-subtracted basal signal; activation, % at 10 µM; hit rate 1.5% among 65,000;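 active = activation above the mean of all tested compounds plus 3 SD, cut at about 49% in these data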;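 note: 0% = DMSO-treated RORA cells and 100% = added signal equal to DMSO minus mock-transfected cells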
# Target sequence (P35398 whole entry, looked up, the tested form may be a part): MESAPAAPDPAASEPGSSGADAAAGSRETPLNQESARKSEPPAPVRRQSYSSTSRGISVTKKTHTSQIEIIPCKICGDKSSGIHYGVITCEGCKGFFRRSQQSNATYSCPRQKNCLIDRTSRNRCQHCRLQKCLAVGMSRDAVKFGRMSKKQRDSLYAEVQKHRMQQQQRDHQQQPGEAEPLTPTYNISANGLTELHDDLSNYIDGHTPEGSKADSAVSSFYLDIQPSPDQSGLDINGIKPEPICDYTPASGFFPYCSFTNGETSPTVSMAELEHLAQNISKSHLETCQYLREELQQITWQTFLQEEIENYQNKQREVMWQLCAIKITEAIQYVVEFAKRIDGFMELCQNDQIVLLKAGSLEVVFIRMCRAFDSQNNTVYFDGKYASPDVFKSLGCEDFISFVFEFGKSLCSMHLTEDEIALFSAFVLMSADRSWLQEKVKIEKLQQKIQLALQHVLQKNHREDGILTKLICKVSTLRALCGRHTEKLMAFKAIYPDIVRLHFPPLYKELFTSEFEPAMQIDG
# NADH enzymes = inhibitors of PK/LDH coupling enzymes, profiling panel, artefact control, biochemical, MLSMR library; AID 774, 2007; IC50, µM (doses to about 10 µM), for the others: at the top dose inhibition; coupled PK/LDH NADH assays, four targets; hit rate 0.02% among 65,000;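 active = single-dose screening hits from any of four coupled enzyme assays that gave an IC50 when retested across doses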;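 note: the DPM-DC format reads NADH fluorescence rather than 340 nm absorbance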
# tolC growth inh = growth inhibitors of E. coli tolC mutant, primary screen, strain BW25113 ΔtolC::kan, 384-well; hit rate 2.2% among 65,000; AID 573, 2007; OD615; growth inhibition, % at 10 µM (by protocol);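 active = growth inhibition at or above a cutoff equal to the mean over every tested compound plus 3 SD, cut at about 60% in these data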;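 note: growth measured after 20 h incubation at 37 °C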
#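 Test system – E. coli BW25113 ΔtolC::kan, tolC deletion mutant strain · Detection – OD at 615 nm · Buffer or medium – LB with kanamycin 50 µg/mL · Times – 20 h compound exposure of bacteria at 37 °C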
# 5HT1a antag = human 5-HT1a receptor antagonists, primary screen, cell-based, CHO, Ga15 NFAT-bla reporter; inhibition, % at 10 µM; hit rate 0.68% among 62,000; 5-hydroxytryptamine receptor 1A (Homo sapiens), P08908; CHO 5-HT1a Ga15 NFAT-bla reporter, antagonist mode;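 active = inhibition above the mean of all tested compounds plus 3 SD, cut at about 43% in these data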;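 note: receptor stimulated by 5-CT agonist at 100 nM near EC80; beta-lactamase reporter measured by ratiometric fluorescence of a cleavable substrate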
# MMP13 inh = human MMP13 inhibitors, primary screen, biochemical, FRET peptide cleavage; Collagenase 3 (Homo sapiens), P45452; MMP-13 fTHP FRET cleavage, Mca fluorescence; inhibition, % at 4 µM; hit rate 0.07% among 65,000;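 active = inhibition above the mean of compound-free control plate wells plus 3 SD, cut at about 14% in these data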;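 note: 0% = DMSO wells and 100% = wells with reference MMP-13 inhibitor after basal subtraction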
# HTR1E agonist = 5-HT1E receptor agonists, primary screen, cell-based, HTS; 5-hydroxytryptamine receptor 1E (Homo sapiens), P28566; CHO 5-HT1E Ga15 NFAT-bla reporter, FRET; 0% DMSO wells, 100% control agonist wells; activation, % at 6 µM; hit rate 0.69% among 65,000;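 active = activation above a set limit, the screen-wide mean activation plus 3 SD, cut at about 8.5% in these data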;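 note: 100% = positive control agonist at 1 µM giving full maximal response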
# Target sequence (P28566 whole entry, looked up): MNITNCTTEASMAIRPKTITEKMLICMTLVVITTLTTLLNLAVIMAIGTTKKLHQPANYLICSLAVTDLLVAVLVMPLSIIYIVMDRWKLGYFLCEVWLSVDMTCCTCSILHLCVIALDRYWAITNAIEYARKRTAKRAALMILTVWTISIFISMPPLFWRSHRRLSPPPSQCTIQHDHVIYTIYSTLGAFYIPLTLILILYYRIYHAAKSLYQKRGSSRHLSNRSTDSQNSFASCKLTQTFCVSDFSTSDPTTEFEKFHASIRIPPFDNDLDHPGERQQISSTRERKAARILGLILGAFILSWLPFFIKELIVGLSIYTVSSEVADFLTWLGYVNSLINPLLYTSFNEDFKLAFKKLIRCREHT
# HTR1E antagonist = 5-HT1E receptor antagonists, primary screen, cell-based, HTS; 5-hydroxytryptamine receptor 1E (Homo sapiens), P28566; CHO 5-HT1E Ga15 NFAT-bla reporter, FRET, antagonist; inhibition, % at 6 µM; hit rate 0.99% among 65,000; AID 571, 2007;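 active = inhibition above a set limit, the mean inhibition across every tested compound plus 3 SD, cut at about 29% in these data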;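 note: signal is the 460 over 535 nm emission ratio of beta-lactamase substrate; 0% = agonist plus DMSO wells and 100% = wells without agonist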
# SF1 activator = activators of human SF-1, primary screen, cell-based, CHO-K1, Gal4-SF-1 LBD, luciferase luminescence; Steroidogenic factor 1 (Homo sapiens), Q13285; CHO-K1 Gal4-SF-1 LBD luciferase reporter; % increase over DMSO SF-1-specific signal; activation, % at 10 µM; hit rate 1.9% among 65,000;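 active = activation above the mean activation of all tested compounds plus 3 SD, cut at about 50% in these data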
#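 Material: Transient Gal4-SF-1 LBD reporter, CHO-K1 | Input: 4,000 cells/well | Dosing: One dose, 10 µM compound, 1% DMSO | Incubation: 20 h compound treatment, 37 °C | Detection: SteadyLite luciferase luminescence | Evaluation: Percent activation relative to DMSO median and mock-transfected background | Benchmarks: DMSO-treated SF-1-transfected cells as negative, DMSO-treated mock-transfected cells lacking SF-1 as background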
# HTR1A agonist = human 5-HT1a receptor agonists, primary screen, cell-based, CHO, Ga15 NFAT-bla reporter; 5-hydroxytryptamine receptor 1A (Homo sapiens), P08908; CHO 5-HT1a Ga15 NFAT-bla reporter, FRET ratio; 0% basal, 100% maximal reference agonist; activation, % at 10 µM; hit rate 0.56% among 65,000; AID 567, 2006;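 active = activation above the screen-wide mean activation plus 3 SD, cut at about 19% in these data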;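 note: 0% = DMSO wells and 100% = 5-CT at EC100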
# Starred values were filed as active, the others as inactive; i = inactive; / = not tested or not shown; [ ] = dose if it differs, or a comment. The list is partial (hit frequency here may not be typical).
no.	compound	RORa activator	NADH enzymes	tolC growth inh	5HT1a antag	MMP13 inh
1	CCOC(=O)c1ccc(N2C(=O)CC(N3CC=C(c4ccc(F)cc4)CC3)C2=O)cc1 (stereo not drawn)	-1	0%	7	4	2
2	Cc1cc(OC(=O)CCNC(=O)OC(C)(C)C)c2c3c(c(=O)oc2c1)CCC3	-5	3%	59	-1	0
3	CCc1nnc(NC(=O)CCc2nc(C3=CCN(C)CC3)no2)s1	0	5%	-10	-6	-7
4	COc1ccc(C(=O)C(C)(C)NO)cc1	-4	6%	-10	-3	5
5	CCOc1ccccc1-n1c(O)c(C=Nc2ccc(N(CC)CC)cc2)c(=O)[nH]c1=O	34	4%	20	/	-2
6	Cn1cc(C(=O)N2CCC3(CC2)OCCO3)c2c3ccccc3n(C)c2c1=O	-10	11%	11	-2	-46
7	CN(C)CCN=Cc1c(O)n(CCC2=CCCCC2)c(=O)[nH]c1=O	-18	6%	-5	-9	1
8	COCCOC(=O)C1=C(C)OC(N)=C(C(=O)OC)C12C(=O)Nc1ccccc12 (stereo not drawn)	-13	5%	-31	-9	2
9	Cc1cc(N2C(=O)C3CCCN3C2c2ccccc2)no1 (stereo not drawn)	-4	5%	-28	-15	2
10	C=Cn1ccnc1P(=S)(c1cc(N(CC)CC)ns1)c1nccn1C=C	-4	3%	8	-9	3
11	Cc1ccc(C)c(NC(=O)CSc2nnc([C@@H](N)Cc3c[nH]c4ccccc34)o2)c1	-5	3%	1	-13	5
12	Cc1nc2c(-c3ccccc3)c(C)nn2c(C)c1CCC(=O)N1CCC2(CC1)OCCO2	3	7%	20	-10	7
13	O=C1C2CCCN2C(c2cccnc2)N1c1ccc(Cl)cc1 (stereo not drawn)	-12	6%	-19	-5	1
14	Cc1noc(C)c1C(=O)N1CCC2(CC1)OCCO2	-16	4%	3	10	1
15	CCCCn1c(N)c(C(=O)NCCN2CCOCC2)c2nc3ccccc3nc21	-2	7%[fluoresces]	12	5	-140[fluorescence artefact?]

no.	HTR1E agonist	HTR1E antagonist	SF1 activator	HTR1A agonist
1	0.5	2	-14	-1.3
2	-0.2	-4	6	-0.9
3	6.2	-15	24	-4.8
4	8.8*	11	16	-1.3
5	0.9	5	18	1.2
6	0.6	-4	-4	-4.8
7	0.3	-2	-10	-1.0
8	0.5	-15	2	-0.7
9	0.1	-114	4	-1.0
10	-0.1	2	-3	-0.7
11	0.1	7	13	-2.5
12	-0.1	2	-9	-2.8
13	0.3	-9	5	1.4
14	-0.9	9	-8	-1.5
15	1.8	12	1	7.0

# Structures listed so far that contain a halogen:
no.	compound	RORa activator	NADH enzymes	tolC growth inh	5HT1a antag	MMP13 inh
1	CCOC(=O)c1ccc(N2C(=O)CC(N3CC=C(c4ccc(F)cc4)CC3)C2=O)cc1 (stereo not drawn)	-1	0%	7	4	2
13	O=C1C2CCCN2C(c2cccnc2)N1c1ccc(Cl)cc1 (stereo not drawn)	-12	6%	-19	-5	1

no.	HTR1E agonist	HTR1E antagonist	SF1 activator	HTR1A agonist
1	0.5	2	-14	-1.3
13	0.3	-9	5	1.4

# The results go on:
no.	compound	RORa activator	NADH enzymes	tolC growth inh	5HT1a antag	MMP13 inh
16	Cc1ccc(CN2C(=O)NC(=O)C3(Cc4c(nc5ccccn5c4=O)N4CCCCCC43)C2=O)cc1 (stereo not drawn)	14	4%	74*	5	-3
17	CCOC(=O)c1c(-c2ccc(OC)cc2)oc2ccc(OC(=O)N(C)C)cc12	-11	6%[fluoresces]	68*	5	i[fluorescence artefact?]
18	CC(=NCc1ccc2c(c1)OCO2)c1c(O)[nH]c(=O)[nH]c1=O	-4	1%	-26	1	3
19	COc1ccc(-n2c(SC)nc3ccccc3c2=O)cc1	-16	6%	4	/	-5
20	CC(C)Sc1nnc([C@@H](N)Cc2c[nH]c3ccccc23)o1	2	8%	-2	-8	0
21	Cc1nc2c(-c3ccc(F)cc3)c(C)nn2c(C)c1CCC(=O)N1CCC2(CC1)OCCO2	-8	4%	15	-8	-1
22	O=c1c2ccccc2nc(-c2ccco2)n1-c1ccccn1	0	10%	1	6	2
23	c1ccc(Cn2ccnc2)cc1	-20	0%	3	/	0
24	Cc1ccccc1-n1c(O)c(C=NCCN2CCOCC2)c(=O)[nH]c1=O	-22	2%	-19	-11	8
25	CN1CCN(C(=O)COc2ccc3ccccc3c2Br)CC1	22	8%	2	-4	2
26	CCOC(=O)C1CN(C)CCC1=O (stereo not drawn)	-25	1%	-6	8	-2
27	O=C(O)c1nonc1-c1nonc1C(=O)O	-3	2%	-8	5	-7
28	Cc1cccc(-n2c(CN3C(=O)c4ccccc4C3=O)nc3ccccc3c2=O)n1	20	1%	0	-5	4
29	CN(C)CC#CCOCCOCCC#N	-18	5%	-21	15	-2
30	CC1(C)CC(=O)C(C=NCCN2CCN(C(=O)Cc3ccc(Cl)cc3)CC2)=C(O)C1	-15	4%	-8	-4	-1

no.	HTR1E agonist	HTR1E antagonist	SF1 activator	HTR1A agonist
16	-1.4	4	-11	5.2
17	1.0	0	-11	0.0
18	1.2	15	5	-3.0
19	0.3	8	-2	0.9
20	-0.5	-3	-6	-1.1
21	0.8	2	6	3.4
22	0.4	-1	-11	0.0
23	0.4	-6	-6	-0.1
24	0.1	10	5	3.1
25	-0.5	-7	-2	-1.1
26	-0.1	0	-6	-3.2
27	-0.7	-2	-2	0.8
28	0.7	1	2	-2.1
29	-0.1	-4	1	-1.3
30	2.1	-5	-6	2.3

# Rewritten screen by screen: 3 of the compounds above
19: COc1ccc(-n2c(SC)nc3ccccc3c2=O)cc1
20: CC(C)Sc1nnc([C@@H](N)Cc2c[nH]c3ccccc23)o1
21: Cc1nc2c(-c3ccc(F)cc3)c(C)nn2c(C)c1CCC(=O)N1CCC2(CC1)OCCO2
screen / no.	19	20	21
RORa activator	-16	2	-8
NADH enzymes	6%	8%	4%
tolC growth inh	4	-2	15
5HT1a antag	/	-8	-8
MMP13 inh	-5	0	-1
HTR1E agonist	0.3	-0.5	0.8
HTR1E antagonist	8	-3	2
SF1 activator	-2	-6	6
HTR1A agonist	0.9	-1.1	3.4

# The list goes on.
no.	compound	RORa activator	NADH enzymes	tolC growth inh	5HT1a antag	MMP13 inh
31	CSC1=NP(=S)(SC)N(C)c2nc3n(c21)CCC3 (stereo not drawn)	6	8%	6	-14	1
32	COc1cc2c(cc1OC)C(C(=O)N1CCC3(CC1)OCCO3)C(c1ccccc1F)N(C)C2=O (stereo not drawn)	-1	3%	-2	-12	4
33	Cc1ccc(N2C(=O)NC(=O)C3(Cc4ccccc4N4CCCC43)C2=O)cc1 (stereo not drawn)	6	4%	-1	-20	-9
34	CCCCOC(=O)C1=C(N)OC2=C(C(=O)CC(C)(C)C2)[C@]12C(=O)N(C)c1ccccc12	9	4%	16	12	-1
35	C=C1CC[C@@]2(O)[C@H]3Cc4ccc(O)c5c4[C@@]2(CCN3CC2CC2)[C@H]1O5	-19	2%	16	/	-6
36	O=C(Nc1cccc(OC(=O)N2CCOCC2)c1)N1CCOCC1	-16	5%	-14	4	-2
37	O=C1c2ccccc2C2(c3ccc(Cl)cc3)NCCN12 (stereo not drawn)	-10	7%	5	-44	-5
38	CCC(=NC1CC1)c1c(O)n(C2CCCCC2)c(=O)[nH]c1=O	8	4%	24	-1	1
39	CC(C)(C)n1c(O)c(C=Nc2ccc3c(c2)CCC3)c(=O)[nH]c1=O	-9	12%	82*	-10	1
40	OCCOCC#CCN1CCOCC1	-7	1%	-16	/	-1
41	CCOC(=O)N(CC)c1ccc(C(O)(C(=O)OC)C(F)(F)F)cc1 (stereo not drawn)	-5	9%	2	10	2
42	OC12CCCCC1C(c1ccccc1)NCC2 (stereo not drawn)	-6	5%	-8	2	5
43	Cc1ccc2c(c1)CC1(CN2C)C(=O)NC(=O)N(C(C)C)C1=O (stereo not drawn)	11	8%	-13	-11	-3
44	Cn1c(C(=O)N2CCC3(CC2)OCCO3)cc2c(=O)n(C)c3ccccc3c21	-15	2%	0	-4	-21
45	CC1=CC(=O)NP(=O)(Oc2ccc3ccccc3c2)N1 (stereo not drawn)	28	9%	-9	7	-3

no.	HTR1E agonist	HTR1E antagonist	SF1 activator	HTR1A agonist
31	-0.2	0	-6	0.9
32	0.6	3	11	0.2
33	0.0	-4	-8	-0.7
34	0.0	-8	-9	-0.7
35	0.0	13	-2	-1.4
36	-0.2	2	7	-0.3
37	-0.6	2	4	-3.7
38	-0.4	14	3	1.2
39	-0.3	-5	-1	-0.4
40	-0.2	-10	-3	-1.6
41	0.3	2	-7	-2.0
42	-0.6	-5	3	1.3
43	0.6	2	20	-0.7
44	-0.7	3	1	-5.2
45	1.1	-1	-4	-3.3

# (continued)
no.	compound	RORa activator	NADH enzymes	tolC growth inh	5HT1a antag	MMP13 inh
46	Cc1ccc(-n2c(O)c(C=NCCN3CCOCC3)c(=O)[nH]c2=O)cc1	10	3%	2	/	-4
47	COc1ccccc1N1CCN(C(CNC(=O)Oc2ccccc2)c2cccnc2)CC1 (stereo not drawn)	3	6%	-17	6	1
48	Nc1c(C(=O)NCCN2CCOCC2)c2nc3ccccc3nc2n1Cc1ccco1	-16	12%[fluoresces]	12	-5	-125[fluorescence artefact?]
49	O=c1[nH]c(=O)n(CCc2ccc(F)cc2)c(O)c1C=NCCCn1ccnc1	-6	2%	-8	-15	-5
50	Cn1c(O)c(C=NC2C(=O)C3(C)CCC2C3(C)C)c(=O)n(C)c1=O (stereo not drawn)	15	5%	-10	-33	0
51	Cc1ccc(C(=O)C2CN3CCC2CC3)cc1 (stereo not drawn)	-6	2%	-11	-20	4
52	FC(F)(F)c1ccc2c(c1)nnn2C1CCN(Cc2nnnn2Cc2ccccc2)CC1	-15	5%	63*	-11	0
53	O=C(COc1ccc2ccccc2c1)N1CCN(C2CCN(Cc3ccccc3)CC2)CC1	-17	1%	-2	/	2
54	CC(=O)c1c(C)n(CC2CCCO2)c2ccc(O)cc12 (stereo not drawn)	-7	6%	-1	4	4
55	CC(=O)C1C2c3ccccc3OC1(C)N=c1s/c(=C/c3cn(C)nc3C)c(=O)n12 (stereo not drawn)	-4	4%	0	-6	-5

no.	HTR1E agonist	HTR1E antagonist	SF1 activator	HTR1A agonist
46	-0.4	-2	5	0.6
47	-0.4	5	1	-1.9
48	1.2	0	-7	2.5
49	-0.4	-7	2	0.2
50	2.2	-5	-17	-3.0
51	0.5	-2	-10	-3.5
52	-0.5	-1	10	-1.1
53	-0.4	1	-1	2.9
54	-0.1	7	-5	-2.1
55	-0.9	-4	-13	0.3

# High-throughput results as filed in PubChem BioAssay.
